KOR beta-arrestin-1: KOR antagonists, beta-arrestin recruitment, cell-based, luminescence, uHTS (AID 1778); Kappa-type opioid receptor (Homo sapiens); KOR beta-arrestin recruitment, luminescence, antagonist mode; higher % means a stronger effect; inhibition, % at 10 µM, or IC50 in µM where a hit was titrated; hit rate 0.091% among 290,000; also: strong numbers were not always called active
GPR55 LPI antagonism: GPR55 antagonists blocking LPI-driven arrestin recruitment, primary screen, imaging, U2OS, beta-arrestin-GFP, LPI agonist (AID 2013); G-protein coupled receptor 55 (Homo sapiens); U2OS GPR55 beta-arrestin-GFP translocation imaging, LPI antagonism; higher % means a stronger effect; inhibition, % at 10 µM, or IC50 in µM where a hit was titrated; hit rate 0.13% among 290,000;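 active = spots per cell inhibited over 60%, with over 100 cells counted and total cytoplasm intensity under 500,000; inconclusive = wells with under 100 cells, flagged as likely toxic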;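 also: U2OS cells stably carrying GPR55 and arrestin-GFP stimulated by 5 µM LPI near EC80; imaged beta-arrestin-GFP aggregate spots per cell after agonist stimulation; plate controls were LPI-stimulated DMSO wells for no effect and DMSO wells without LPI for full effect; some results filed as inactive read as strong as hits; confirmed hits need IC50 under 10 µM and bright autofluorescent wells are also inconclusive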
NOD2 inhibition: NOD2 signaling inhibitors, cell-based, luminescence, uHTS, HEK293 (AID 1566) | HEK293 NOD2/NF-kB luciferase reporter, luminescence; higher % means a stronger effect | one-dose inhibition, % at 4 µM; EC50 in µM for titrated hits | hit rate 0.63% among 290,000; also: many of its hits are not listed in these tables
HIV fusion peptide: inhibitors of HIV fusion peptide binding, primary screen, biochemical, uHTS, fluorescence dequenching (AID 1986). cell-free peptide binding, fluorescence dequenching, 30 min; higher % means a stronger effect. inhibition, % at 20 µM, or IC50 in µM where a hit was titrated. hit rate 0.3% among 290,000; in the data active = inhibition mostly above about 52%, no sharp cut-off; inactive = mostly below about 76%; also: some results filed as inactive read as strong as hits
KOR beta-arrestin-2: KOR agonists, beta-arrestin recruitment, primary screen, cell-based, luminescence, uHTS (AID 1777); Kappa-type opioid receptor (Homo sapiens); KOR beta-arrestin recruitment, luminescence; higher % means a stronger effect; one-dose activation, % at 10 µM; EC50 in µM for titrated hits; hit rate 0.02% among 280,000; in the data active = activation above about 50%, passing the limit was not always enough; also: a part of the inactive calls stands beside numbers as strong as those of hits
NOD1 NF-kB reporter: NOD1 signaling inhibitors, primary screen, cell-based, luminescence, uHTS (AID 1578). NOD1-driven NF-kB luciferase reporter cells, luminescence; higher % means a stronger effect. inhibition, % at 4 µM; hits with a dose series show EC50 in µM. hit rate 1% among 290,000; in the data active = inhibition mostly above about 36%, no sharp cut-off; inactive = mostly below about 34%;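 also: HEK-293T reporter cells stimulated with the NOD1 agonist gamma-tri-DAP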
GPR55 beta-arrestin: GPR55 agonists via beta-arrestin recruitment, primary screen, imaging, U2OS cells, beta-arrestin-GFP redistribution (AID 1961); G-protein coupled receptor 55 (Homo sapiens); U2OS GPR55 beta-arrestin-GFP redistribution imaging; higher % means a stronger effect; one-dose activation, % at 10 µM; EC50 in µM for titrated hits; hit rate 0.048% among 290,000;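 active = activation above 40% with more than 50 cells counted in the well; inconclusive = wells holding fewer than 50 cells, flagged as toxic or sparse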;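 also: U2OS osteosarcoma cells stably expressing GPR55 and beta-arrestin-GFP; plate controls were DMSO negative control for no effect and LPI positive control for full effect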
Rac1 GTP hydrolysis: MgcRacGAP GTPase-activating activity inhibitors, confirmation, biochemical, ADP Hunter fluorescence | one-dose inhibition, % at 30 µM; IC50 in µM for titrated hits | MgcRacGAP-stimulated Rac1 GTP hydrolysis, ADP Hunter fluorescence; higher % means a stronger effect; GST-tagged Rac1 F28L mutant substrate | Rac GTPase-activating protein 1 (Homo sapiens) | AID 624330, 2012 | hit rate 0.6% among 340,000;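 active = first-screen hits whose inhibition reached a set limit at any dose in the follow-up dose series; inconclusive = inhibition above the set first-screen limit but never retested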;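 also: fluorescence reports GDP produced by GAP-driven GTP hydrolysis; strong numbers were not always called active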
SV40 large T antigen: SV40 large T antigen inhibitors, biochemical (AID 1903); hit rate 0.39% among 310,000; one-dose inhibition, % at 20 µM; IC50 in µM for titrated hits; SV40 large T antigen ATPase/helicase inhibition assay; higher % means a stronger effect; in the data active = a potency from the dose series; inconclusive = inhibition mostly from about 32% at the one dose, without a potency; inactive = the rest, 99 in 100 with inhibition below about 32%; also: strong numbers were not always called active
The depositor's hits bear a star; ? = inconclusive; . = no result given; [ ] = another dose, or the depositor's remark. Rule as the data show it, unless noted: active = inhibition above about 50%; inactive = the rest. These rows are one share of the data; the hit share may differ from the screen's.

SMILES	KOR beta-arrestin-1	GPR55 LPI antagonism	NOD2 inhibition	HIV fusion peptide	KOR beta-arrestin-2	NOD1 NF-kB reporter	GPR55 beta-arrestin	Rac1 GTP hydrolysis	SV40 large T antigen
Cc1cccc(-n2c(Cc3ccccc3)nnc2SCC(=O)N2CCOCC2)c1	-21%	-1%	10%	-0.7%	-5.9%	13%	-0.2%	2%	4%
COc1ccccc1NC(=O)CS(=O)(=O)c1cccc2nsnc12	-4%	13%	-8%	2.3%	-4.1%	4%	-0.2%	2%	2%
c1ccc(CCNc2ncnc3nc[nH]c23)cc1	0%	-8%	-4%	1.3%	-2.7%	17%	-0.1%	10%	1%
CC1(C)COC(Cn2c3ccccc3c3ccccc32)O1 (stereo not drawn)	11%	-8%	6%	-0.5%	0.2%	11%	-0.1%	5%	12%
Cc1cccc(NC(=O)c2cc([N+](=O)[O-])ccc2Cl)c1O	-2%[20 µM]	-5%	-34%	-2.2%	-3.0%	-36%	-0.1%	4%	12%
CCC1(C)Cc2c(sc3nnn(CC(=O)Nc4cccc5ccccc45)c(=O)c23)CO1 (stereo not drawn)	26%	22%	12%	-3.3%	2.0%	-12%	-0.1%	2%	26%
O=C(COc1ncnc2sccc12)N1CCN(c2ccccc2)CC1	19%	9%	-11%	0.7%	-2.0%	-6%	-0.2%	1%	52%
O=C(Nc1c(C(=O)N2CCOCC2)cnn1-c1ccccc1)c1ccccc1	-36%	0%	-15%	-0.7%	8.4%	-8%	-0.2%	7%	8%
Cn1c(N)c(C(=O)COC(=O)Cc2ccsc2)c(=O)n(C)c1=O	-42%	-4%	-14%	0.6%	0.0%	2%	1.3%	2%	0%
Cc1cc(Cl)c2oc(C(=O)N(C)Cc3ccon3)c(C)c2c1	-18%	-26%	-62%	0.4%	2.8%	-14%	-0.2%	14%	4%
Cc1ccc(N2C(=O)N(CC(=O)Nc3ccc([N+](=O)[O-])cc3)C(=O)C2C)cc1 (stereo not drawn)	-18%	8%	-1%	1.8%	0.7%	-22%	-0.1%	4%	6%
COc1ccccc1NC(=S)NC1CC2CCC1C2 (stereo not drawn)	28%	10%	10%	-0.5%	-0.9%	-6%	0.6%	-1%	5%
Cc1cc(C(=O)O)ccc1-n1c(C)cc(/C=C(/C#N)C(=O)Nc2ccccc2)c1C	-10%	-18%	20%	25%	1.0%	-23%	0.1%	.	14%
COC(=O)c1ccccc1NS(=O)(=O)c1ccc(O)c(C(=O)O)c1	31%	1%	17%	22%	-0.8%	-3%	0.0%	-2%	-1%
COc1ccc(/C=C(\C#N)C(=O)N2CCOCC2)cc1Br	19%	1%	10%	-2.5%	-2.0%	6%	-0.1%	1%	6%
CC1CCCC/C1=N/Nc1ccc([N+](=O)[O-])cc1[N+](=O)[O-] (stereo not drawn)	-34%	-4%	-79%	0.9%	14%	-5%	0.2%	9%	8%
Cc1cccc(C)c1N1C(=O)CCC(C)(C)C1=O	-31%	1%	-23%	0.1%	7.1%	1%	-0.1%	1%	-9%
Oc1ccccc1CNCC12CC3CC(CC(C3)C1)C2	30%	6%	-14%	-4.7%	-1.0%	16%	-0.1%	1%	6%
Cc1ccc(N/C=C/C(=O)c2cccs2)cc1C	-15%	-1%	-240%	-1.1%	2.0%	-30%	-0.8%	.	10%
CC(C)C[C@H](NC(=O)Nc1ccc(Oc2ccccc2)cc1)C(=O)O	-21%	-6%	-6%	4.5%	1.8%	-29%	-0.2%	5%	13%
COc1ccc(-n2nnnc2SCC(=O)N2CCOCC2)cc1	18%	35%	-4%	0.6%	0.9%	-13%	0.2%	2%	8%
COCCNC(=O)C(C)N(c1ccc(Oc2ccccc2)cc1)S(C)(=O)=O (stereo not drawn)	0%	0%	11%	1.5%	-4.1%	.	-0.1%	10%	-5%
CCCCc1nc2cc(C(=O)NCc3cn(C)nc3C)ccc2o1	-6%	-1%	18%	1.8%	-1.7%	-3%	0.0%	4%	13%
COCCN1C(=O)C(=O)/C(=C(/O)c2ccc3c(c2)OCCO3)C1c1ccc(C(=O)OC)cc1 (stereo not drawn)	-10%	21%	-2%	1.6%	1.3%	-25%	-0.1%	8%	4%
C/C(=C/C(=O)Nc1cccc(F)c1)N1CCCC1	-2%	7%	11%	-0.5%	-1.9%	-22%	-0.5%	0%	8%
O=c1oc2c(CN3CCN(CCO)CC3)c(O)ccc2cc1-c1ccccn1	10%	-4%	8%	-0.4%	-1.6%	3%	-0.1%	12%	10%
O=C1c2ccccc2C(=O)N1c1ccc(Cl)cc1	-15%	-7%	3%	-5.5%	.	-1%	-0.1%	.	12%
O=C(NC(=O)c1ccccc1)OCCN1C(=O)c2ccccc2C1=O	-9%	1%	24%	0.8%	-4.5%	-1%	0.7%	8%	13%
COC(=O)c1ccc(COC(=O)c2ccc(CO)cc2)o1	7%	16%	-7%	-2.4%	-2.9%	4%	-0.4%	10%	2%
CCOC(=O)C1=C(C)N=c2s/c(=C\c3cccn3C)c(=O)n2C1c1cccc(OC)c1OC (stereo not drawn)	44%	18%	-4%	60%	-4.1%	-20%	-0.2%	17%	0%
CC(=O)C(Cc1ccc(Cl)nc1)Cc1ccc(Cl)nc1	-12%	1%	5%	0.2%	0.0%	-27%	-0.1%	0%	9%
CCCNC(=O)COc1coc(CN2CCN(c3ccccc3F)CC2)cc1=O	-5%	6%	8%	-0.8%	-4.8%	-23%	-0.1%	1%	9%
Cc1cccc(-n2c(SC(C)C(=O)O)nc3sc4c(c3c2=O)CCCC4)c1 (stereo not drawn)	8%	8%	.	1.6%	1.0%	.	0.2%	.	4%
COc1ccccc1CNC(=O)COC(=O)[C@H](Cc1c[nH]c2ccccc12)NC(=O)c1cccs1	16%	-1%	2%	-1.0%	6.2%	17%	-0.2%	8%	7%
O=C1CC(N2CCC(c3nc4ccccc4[nH]3)CC2)C(=O)N1c1ccccc1F (stereo not drawn)	-22%	-1%	1%	0.7%	-5.8%	-38%	-0.2%	0%	26%
COCCNC(=O)c1ccc2c(c1)nc(C)n2-c1cccc(Cl)c1	5%	2%	10%	1.5%	1.1%	-10%	0.3%	9%	7%
CC(C)CCN1CCC(N)=NC1=O	15%	4%	12%	-0.1%	-5.9%	-15%	-0.4%	8%	16%
Cc1cc(C)nc(NS(=O)(=O)c2ccc(NC(=O)C3(c4ccccc4)CCCC3)cc2)n1	10%	7%	4%	4.4%	1.8%	-5%	?	11%	1%
COc1cccc(N2CC(C(=O)Oc3ccc4ccccc4c3)CC2=O)c1 (stereo not drawn)	13%	-2%	8%	-0.7%	0.3%	12%	0.1%	16µM*	23%
CCCCOc1ccc(-c2ncc([N+](=O)[O-])cn2)cc1	11%	6%	6%	-1.2%	-0.3%	-9%	0.9%	1%	2%
Cc1cccc(C)c1NC(=S)N1CCC(c2ccccc2)C1 (stereo not drawn)	-11%	0%	-12%	-1.9%	2.5%	-21%	0.2%	12%	16%
O=C(CCSc1ccccc1Cl)Nc1cccc([N+](=O)[O-])c1	0%	-5%	-42%	-1.9%	4.4%	-31%	-0.2%	13%	13%
O=C(NCCc1ccccc1)C(c1ccc(F)cc1)N(C(=O)c1csnn1)C1CC1 (stereo not drawn)	3%	2%	6%	0.2%	-6.2%	-14%	-0.3%	6%	4%
CC(/C=C/c1ccco1)=N/NC(=O)CNc1ccccc1C	28%	-2%	3%	12%	-6.8%	-13%	0.3%	9%	7%
COc1ccc(Nc2nnc(SCc3cc(=O)n4ccsc4n3)s2)cc1	16%	.	12%	19%	-3.2%	22%	0.3%	13%	29%

2 successive records already listed, for reference:
SMILES	KOR beta-arrestin-1	GPR55 LPI antagonism	NOD2 inhibition	HIV fusion peptide	KOR beta-arrestin-2	NOD1 NF-kB reporter	GPR55 beta-arrestin	Rac1 GTP hydrolysis	SV40 large T antigen
CC(=O)C(Cc1ccc(Cl)nc1)Cc1ccc(Cl)nc1	-12%	1%	5%	0.2%	0.0%	-27%	-0.1%	0%	9%
CCCNC(=O)COc1coc(CN2CCN(c3ccccc3F)CC2)cc1=O	-5%	6%	8%	-0.8%	-4.8%	-23%	-0.1%	1%	9%

Going on with the list:
SMILES	KOR beta-arrestin-1	GPR55 LPI antagonism	NOD2 inhibition	HIV fusion peptide	KOR beta-arrestin-2	NOD1 NF-kB reporter	GPR55 beta-arrestin	Rac1 GTP hydrolysis	SV40 large T antigen
COc1cccc(OCc2nnc(SC)n2C)c1	11%	0%	-6%	-4.2%	-1.2%	7%	-0.2%	4%	10%
CC1(C)OC(=O)N2CCc3ccccc3C21C (stereo not drawn)	-33%	10%	3%	2.0%	-4.1%	-41%	-0.1%	4%	2%
Cc1ccc(S(=O)(=O)Nc2cnn(-c3ccccc3)c(=O)c2Cl)cc1	-70%[20 µM]	3%	22%	4.7%	.	-7%	-0.1%	5%	9%
O=C(CSc1nc(O)c(-c2ccccc2)c(=O)[nH]1)N1CCOCC1	-8%	3%	-11%	-0.9%	5.3%	-29%	0.2%	2%	4%
COc1cc(CCC(=O)NNC(=O)c2ccc(Cl)cc2)cc(OC)c1OC	24%	8%	3%	-0.8%	0.4%	-4%	0.0%	6%	0%
NC(=O)CC(NC(=O)c1cccc(Br)c1)c1ccc(NCCN2CCOCC2)c([N+](=O)[O-])c1 (stereo not drawn)	14%	-6%	9%	-1.1%	-4.2%	11%	-0.1%	.	.
O=C(NC(=S)Nc1ccc(N2CCCCC2)cc1)c1ccc2c(c1)OCCO2	-32%	-8%	36%	-1.3%	1.7%	-30%	-0.3%	18%	7%
O=C(CCN1C(=O)/C(=C/c2ccccc2F)SC1=S)Nc1ccccn1	10%	19%	-10%	0.4%	1.4%	-30%	-0.1%	16%	20%
CC1CN(CCC(=O)Nc2ccc3c(c2)OCO3)CC(C)O1 (stereo not drawn)	-4%	7%	26%	3.0%	-1.6%	29%	0.2%	10%	6%
CCn1cc(C(=O)NCC2CCCO2)c2cc(OC)c(OC)cc2c1=O (stereo not drawn)	25%	14%	-6%	-4.4%	-2.8%	-30%	0.3%	8%	-1%
Cc1nc([N+](=O)[O-])c(C(=O)OCc2cccc(Br)c2)n1C	2%	18%	8%	-1.4%	-4.2%	-26%	0.2%	0%	4%
Cc1ccc2nc(CCc3ccc(N)cc3)[nH]c2c1	1%[20 µM]	4%	-66%	-2.0%	-0.8%	-50%	-0.1%	14%	4%
CCC(C)c1ccccc1NC(=O)C(C)NCCN(C)C (stereo not drawn)	-1%	20%	20%	0.8%	3.8%	2%	-0.2%	30%	6%
CCOC(=O)c1ccc(NC(=O)CSCc2ccco2)cc1	17%	2%	-25%	14%	-2.7%	-40%	-0.1%	16%	?
